# SENP7 inh: inhibitors of human SENP7 protease; Q9BQF6; recombinant SENP7, Z-RLRGG-aminoluciferin luminescence, 40 min; inhibition, % at 5 µM; 1.5% of 330,000 active; AID 434973;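 active means inhibition above about 50% at the single test dose, limit read from the data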;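 further: plate controls were DMSO with enzyme for no effect and no enzyme buffer wells for full effect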
# Target sequence (Q9BQF6 706-1050 limits assumed): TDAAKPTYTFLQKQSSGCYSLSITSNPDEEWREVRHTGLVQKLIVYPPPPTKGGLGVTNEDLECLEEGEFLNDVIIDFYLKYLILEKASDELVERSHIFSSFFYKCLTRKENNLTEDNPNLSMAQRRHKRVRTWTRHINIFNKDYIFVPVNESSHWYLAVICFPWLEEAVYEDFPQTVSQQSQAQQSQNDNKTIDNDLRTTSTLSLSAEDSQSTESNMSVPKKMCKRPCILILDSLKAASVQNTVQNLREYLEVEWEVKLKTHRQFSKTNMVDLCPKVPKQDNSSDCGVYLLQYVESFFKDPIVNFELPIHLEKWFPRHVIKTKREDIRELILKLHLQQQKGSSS
# SENP8 block-1: inhibitors of human SENP8 protease. AID 602440. inhibition, % at 20 µM. recombinant SENP8, Nedd8 substrate fluorescence. 0.64% of 360,000 active; in the data active means inhibition mostly above about 40%, no sharp cut-off; inactive means mostly below about 27%
# PfG6PD inh: PfG6PD (Plasmodium falciparum) enzyme inhibition; 0.78% of 350,000 active; PfGluPho enzyme, NADPH resazurin-diaphorase fluorescence; inhibition, % at 20 µM;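 active means inhibition reaching at least a set limit at 20 µM in the primary screen, cut at about 59% in these data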;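 further: 0% = DMSO wells with substrate and 100% = DMSO wells lacking glucose-6-phosphate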
# SENP6 block: inhibitors of human SENP6 protease. Q9GZR1. Recombinant SENP6 catalytic domain, aminoluciferin luminescence. inhibition, % at 10 µM. 1.8% of 330,000 active. AID 2599;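 active means inhibition above about 50% at the single tested dose, limit read from the data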;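 further: plate controls were DMSO wells with enzyme for no effect and DMSO wells lacking enzyme for full effect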
# Target sequence (Q9GZR1 628-1112 limits assumed): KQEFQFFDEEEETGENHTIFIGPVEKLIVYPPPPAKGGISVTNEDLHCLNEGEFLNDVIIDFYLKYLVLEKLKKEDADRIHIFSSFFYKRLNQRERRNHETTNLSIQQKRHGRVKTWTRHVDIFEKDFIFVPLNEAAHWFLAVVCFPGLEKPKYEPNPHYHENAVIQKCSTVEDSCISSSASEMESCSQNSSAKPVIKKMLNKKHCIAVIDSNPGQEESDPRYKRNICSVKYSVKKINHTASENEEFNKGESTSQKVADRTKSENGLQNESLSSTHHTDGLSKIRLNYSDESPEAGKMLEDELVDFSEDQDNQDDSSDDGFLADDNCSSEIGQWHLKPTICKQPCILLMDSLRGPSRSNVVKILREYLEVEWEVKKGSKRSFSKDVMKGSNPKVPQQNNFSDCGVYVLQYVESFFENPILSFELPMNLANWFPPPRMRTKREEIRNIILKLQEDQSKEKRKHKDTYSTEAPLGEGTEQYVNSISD
# Apaf1 inhib: blocks human Apaf-1 apoptosome activity; O14727; reconstituted apoptosome caspase-3 activity, DEVD-Rh110 fluorescence; inhibition, % at 20 µM; 0.71% of 330,000 active; AID 489030; active means inhibition of at least 40% at 20 µM;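 further: plate controls were DMSO wells for no effect and DEVD-CHO caspase inhibitor wells for full effect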
#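 Material: reconstituted apoptosome with Apaf-1, cytochrome c, caspase-9, procaspase-3, dATP. Technique: Rh110 fluorescence intensity. Buffer or medium: pH 7.5 Hepes buffer with CHAPS, BSA, DTT. Times: 30 min plus 50 min, RT.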
# HKDC1 inh: HKDC1 (human) hexokinase inhibition; recombinant HKDC1, G6PDH/diaphorase resazurin coupled fluorescence; inhibition, % at 20 µM; 0.16% of 340,000 active; AID 493160;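 active means inhibition above about 35% when tested at 20 µM, limit read from the data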;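 further: plate controls were DMSO wells with enzyme for no effect and DMSO wells lacking enzyme for full effect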
#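 Assay system: recombinant HKDC1 hexokinase; detection: coupled resazurin fluorescence, excitation 525 nm, emission 613 nm; benchmarks: DMSO-plus-enzyme-mix negative control, buffer-substituted positive control; compound dosing: single 20 µM dose; schedule: 90 min at room temperature in dark; also added: glucose plus 1 mM ATP as hexokinase substrates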
# SENP1 FRET inh: inhibitors of human SENP1 SUMO protease catalytic domain | 0.21% of 360,000 active | inhibition, % at 10 µM | Q9P0U3 | recombinant SENP1 catalytic domain, CyPet-SUMO1-YPet FRET cleavage;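 active means inhibition at least 30% at 10 µM, raw YFP signal under a set limit, fluorescence ratio 0.5 to 1.5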;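 further: 0% = enzyme with DMSO and 100% = no enzyme wells; some results filed as inactive read as strong as hits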
# Target sequence (Q9P0U3 419-644 limits assumed): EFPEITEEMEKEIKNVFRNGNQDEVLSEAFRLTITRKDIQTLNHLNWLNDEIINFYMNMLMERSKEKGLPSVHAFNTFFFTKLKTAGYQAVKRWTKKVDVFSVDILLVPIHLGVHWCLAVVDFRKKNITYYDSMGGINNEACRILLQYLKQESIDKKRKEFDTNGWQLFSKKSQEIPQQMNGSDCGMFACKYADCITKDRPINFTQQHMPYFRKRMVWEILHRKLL
#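 material = recombinant human SENP1 catalytic domain, His6-tagged | quantity = 20 pM enzyme | reagent = 25 nM SUMO1 FRET substrate | compound dosing = 10 µM single point, 0.5% DMSO | timing = 50 min enzyme reaction, room temperature, light-protected | detection = FRET, CFP and YFP emission | control set = no-enzyme low, enzyme-DMSO high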
# SENP8 block-2: inhibitors of human SENP8 protease. Q96LD8. purified SENP8, Z-RLRGG-aminoluciferin cleavage, luminescence. inhibition, % at 10 µM. 1.2% of 330,000 active. AID 2540; in the data active means inhibition above about 50%
# An asterisk follows results filed as active; . = not tested or not shown.
SMILES,SENP7 inh,SENP8 block-1,PfG6PD inh,SENP6 block,Apaf1 inhib,HKDC1 inh,SENP1 FRET inh,SENP8 block-2
O=C(CSc1nnc(Cc2ccccc2)o1)N1CCc2ccccc21,5,20,-21,0,-2,0,2,-2
CC(C)(C)c1nn2cnnc2n(/N=C/c2cccc3ccccc23)c1=O,2,-4,9,-7,11,7,2,3
O=C(CN1C(=O)C2C3C=CC(C3)C2C1=O)NCC1COc2ccccc2O1 (stereo not drawn),12,8,-15,-5,1,1,3,1
CCC(Oc1ccccc1)C(=O)Nc1ccc(S(=O)(=O)N2CCOCC2)cc1 (stereo not drawn),3,7,10,4,-21,-8,2,1
O=C(CCCNS(=O)(=O)c1ccccc1)NCc1ccco1,6,22,-2,7,-6,-2,0,3
Cc1noc(C)c1COc1ccc(C(=O)NCC2CCCO2)cc1 (stereo not drawn),-2,22,-2,3,-5,-7,1,-1
CC(=O)N1CCN(c2ccc(NC(=O)c3ccc([N+](=O)[O-])o3)cc2Cl)CC1,-1,27,39,-16,5,0,2,1
CCOC(=O)N1CCN(Cc2nc(N)nc(Nc3ccc(Cl)cc3)n2)CC1,1,8,0,10,-2,-2,-17,2
CC(=O)c1c(C)[nH]c(C(=O)CN2CCN(S(=O)(=O)c3ccccc3)CC2)c1C,9,10,2,1,2,-6,3,-2
Cc1cc2c(cc1S(=O)(=O)CCC(=O)NC1CCC(C)CC1)OCC(=O)N2 (stereo not drawn),-4,8,-7,-2,9,-3,-1,0
Cc1nccn1S(=O)(=O)c1ccc(Br)cc1Br,.,15,6,.,.,1,1,.
COc1ccc(C(=O)N2CCN(C(=O)c3ccncc3)CC2)cc1,1,6,-4,-20,-6,-9,4,5
S=C(Nc1ccccc1Cl)N1CCN(c2ccccn2)CC1,3,5,14,-4,-1,0,16,-1
COc1cccc(N(CC(=O)NCCSc2ccc(Cl)cc2)S(C)(=O)=O)c1,8,22,-15,-8,8,1,5,-6
CC(=O)Oc1ccc2occ(C(=O)c3ccccc3)c2c1,31,8,-4,32,0,1,-1,32
Cc1nc2sc(C(c3cccs3)N3CCN(C(=O)c4ccco4)CC3)c(O)n2n1 (stereo not drawn),-3,10,-1,2,3,0,-1,3
C=CCc1cc(Cl)ccc1OCCCNC(C)CC (stereo not drawn),2,9,5,-7,-8,6,1,-2
NC(=O)CC(NC(=O)Cc1ccc(Cl)cc1)c1ccc(NC2CCCCCC2)c([N+](=O)[O-])c1 (stereo not drawn),-3,12,14,-10,21,-6,2,-6
C=CCn1c(SCC(=O)Nc2cccnc2Cl)nnc1-c1ccc(Cl)cc1,5,9,-14,-6,9,-2,2,-5
O=C(c1ccc(S(=O)(=O)N2CCCC2)cc1)N(c1ccc(F)cc1)C1C=CS(=O)(=O)C1 (stereo not drawn),-6,3,5,0,-314,-2,3,12
CC[C@]12C(=O)N(C)C[C@H]([C@@H]3C(=O)N(Cc4ccccc4)C(=O)[C@@H]31)N2C(=O)c1ccc(F)cc1,.,3,-2,.,.,2,0,.
COc1ccc(Cl)cc1C(=O)CSc1nc(N)cc(N)n1,-11,-7,18,2,6,-2,-1,-5
CCOC(=O)NC(=O)CSc1nc2ccccc2[nH]1,-4,15,-9,-3,-21,-4,3,0
Nc1n[nH]c(N)c1N=Nc1ccc(Cl)cc1,5,54*,9,6,10,-3,3,-5
Cc1ccc(-c2cc(=O)c3cc(C)ccc3[nH]2)cc1,24,-128,28,34,-1,-5,0,0
Cn1nc(C(F)(F)F)c(/C=N/OC(=O)c2ccccc2Cl)c1SCc1ccccc1Cl,8,14,11,0,3,3,1,-3
Cc1nc2c(C#N)cnn2c2c1CCN(Cc1ccccc1)N2C,-24,-67,-5,2,4,-6,-1,-13
O=C(CNC(=O)c1cccc(OC(F)F)c1)OCc1cc(=O)n2cc(Br)ccc2n1,-1,-136,-17,-19,-3,-5,0,-5
N/C(=N\OC(=O)c1ccc(Cl)cc1[N+](=O)[O-])c1cccnc1,8,5,4,-6,-1,-1,-1,-10
c1ccc(C2OCC3(CO2)COC(c2ccccc2)OC3)cc1 (stereo not drawn),5,7,19,-7,-24,-3,0,7
Cc1ccc(-n2nnnc2SCc2ccccn2)cc1C,1,9,-15,0,-1,3,1,5
CCCn1c(SCC(=O)N2CCCc3ccccc32)nc2c1c(=O)n(C)c(=O)n2C,8,9,-2,13,-3,-7,2,2
CC(CNC(=O)CN1C(=O)COc2ccc(S(=O)(=O)N3CCCCC3)cc21)c1ccccc1 (stereo not drawn),-10,10,-10,-23,13,-1,3,-9
Cc1cc(Cn2nc(-c3ccccc3)cc2C(=O)NCc2cccc(Br)c2)on1,5,0,6,-11,14,-3,-2,0
O=C(NNc1c(Cl)cncc1Cl)c1cccs1,7,25,9,-3,4,-5,0,0
O=C(Cc1ccc(N2CCNC2=O)cc1)N1CCCC(Nc2ccc(F)c(F)c2)C1 (stereo not drawn),5,0,3,-9,3,-4,0,-2
O=C(NCc1ccccc1)C(c1cccs1)N(C(=O)c1csnn1)C1CC1 (stereo not drawn),2,10,-5,-8,-7,-5,0,-7
Cc1c(C)n(C(=O)CSc2nccn2C)c2ccccc12,-2,-13,19,-21,6,2,-7,-8
CN(C)c1ccc(NC(N)=S)cc1,-7,7,17,-10,-14,-4,0,-4
CCOC(=O)/C=C1\SCC(=O)N1Cc1ccc(Br)cc1,2,2,6,1,19,4,5,9
COc1ccccc1N(C)S(=O)(=O)c1ccc(C(=O)OCC(=O)NCC(F)(F)F)cc1,-3,14,12,-5,0,-8,2,6
N#CCCn1nc(-c2ccc(Br)cc2)cc1Nc1ccccc1NC(=O)C(F)(F)F,3,-132,10,4,13,-5,-2,7
N#Cc1ccccc1NC(=O)CN1CCN(c2ccccn2)CC1,-3,11,11,-21,-2,-6,-1,1
COc1ccccc1N1C(=O)CC(N2CCN(c3ccc(F)cc3)CC2)C1=O (stereo not drawn),-13,11,-19,-30,3,-8,0,-10
COc1ccccc1CNc1cc(-c2ccccc2)ccc1OC,10,-234,15,-2,3,-6,0,-3

# Already shown: two of the compounds above.
SMILES,SENP7 inh,SENP8 block-1,PfG6PD inh,SENP6 block,Apaf1 inhib,HKDC1 inh,SENP1 FRET inh,SENP8 block-2
Cc1ccc(-n2nnnc2SCc2ccccn2)cc1C,1,9,-15,0,-1,3,1,5
CCCn1c(SCC(=O)N2CCCc3ccccc32)nc2c1c(=O)n(C)c(=O)n2C,8,9,-2,13,-3,-7,2,2

# New compounds follow
SMILES,SENP7 inh,SENP8 block-1,PfG6PD inh,SENP6 block,Apaf1 inhib,HKDC1 inh,SENP1 FRET inh,SENP8 block-2
COc1cc(NC(=S)N2CCCC2)cc(OC)c1,0,7,-9,0,4,3,3,6
Cc1ccc(C(=O)NC2CCCc3c2cnn3-c2ccc(F)cc2F)cn1 (stereo not drawn),-1,16,.,7,-4,.,0,7
O=C(CSc1nc2c(c(=O)[nH]1)CCC2)Nc1cccc(F)c1,-7,-2,14,4,1,0,-1,-2
COc1cccc(CC2(CO)CCN(CC3=CC[C@H]4C[C@@H]3C4(C)C)CC2)c1,2,6,-2,16,-2,2,-1,3
CSc1ccc(/C=N/N2CCN(Cc3ccc(C)cc3C)CC2)cc1,-3,23,16,2,9,15,1,4
CCCCCNCC(=O)Nc1cc(C(F)(F)F)ccc1OCCOC,-1,12,-3,-19,1,18,2,-9
COc1ccc(N2C(=O)c3cccc4cccc(c34)C2=O)cc1,-2,14,11,-1,3,-5,0,7
CCOC(=O)N1CCN(S(=O)(=O)c2ccc(C(=O)Nc3nc4ccc(F)cc4s3)cc2)CC1,-3,-268,-16,-14,-23,-3,0,1
CC(=O)C1=C(O)CCC1=N,-3,24,-2,-6,-20,-3,1,2
COc1ccccc1NC(=O)/C(C#N)=C/c1cccn1C,-1,11,23,-17,-22,-1,-13,-6
CNC(=O)CSc1nc2sccc2c(=O)n1-c1ccccc1,1,-8,1,1,-13,0,-4,-5
CC(=O)N1CCN(C(=O)c2cccc(S(=O)(=O)N3c4ccccc4CC3C)c2)CC1 (stereo not drawn),-14,12,-13,-2,19,0,-1,-15
COCC(=O)NCc1ccc2c(c1)OCO2,-2,0,0,-2,-3,-4,1,1
Cc1ccc(C2=NN(Cc3nnc(-c4ccccc4)o3)C(=O)SC2)cc1,2,11,-2,4,24,-4,-1,-3
O=C(c1ccc2c(c1)OCO2)N(CC1CCCO1)C1(C(=O)NC2CCCC2)CCCCC1 (stereo not drawn),-5,18,8,20,5,-4,0,-2
CCC(C)(C)NC(=O)C(c1ccc(OC)cc1)N(C(=O)CCC(=O)Nc1cc(C)on1)c1ccc(OC)c(OC)c1 (stereo not drawn),-4,0,-1,-32,-1,4,0,-2
O=C(C/C=N/OCc1c(Cl)cccc1Cl)c1ccccc1,1,11,-11,2,11,-1,1,-6
COc1ccc(CCNc2ccc(C(CC(N)=O)NC(=O)c3cc(C)cc(C)c3)cc2[N+](=O)[O-])cc1 (stereo not drawn),14,26,15,-19,16,3,-1,-18
COc1ccc(N2CCN(C(=S)Nc3ccc(S(N)(=O)=O)cc3)CC2)cc1,2,7,17,-16,-1,2,0,-1
CN(C(=O)CCc1ccccc1F)C1CCCN(Cc2ccccc2F)C1 (stereo not drawn),7,16,13,-16,-1,-5,1,-1
CNC(=O)c1[nH]cnc1C(=O)Nc1ccccc1C,4,28,-8,-10,4,4,1,-1
COCCCN1C(=O)C(=O)/C(=C(/O)c2ccc(OC)cc2C)C1c1cccnc1 (stereo not drawn),-1,9,1,-5,-2,-4,2,-2
Cc1ccc(S(=O)(=O)N(C)C)cc1NC(=O)C(C)OC(=O)c1cc[n+]([O-])cc1 (stereo not drawn),-1,0,-3,13,-5,-1,0,3
CCOc1ccc(/C=C/C(=O)Nc2ccc(N3CCOCC3)cc2)cc1,-5,27,-13,-20,-12,2,12,-6
CNS(=O)(=O)c1cccc(C(=O)OCc2cc(C(C)=O)ccc2OC)c1,7,12,12,-5,12,-15,1,6
O=C1CCc2cc(S(=O)(=O)Nc3ccccc3Cl)ccc2N1,-7,0,-13,3,6,3,4,-14
Cc1c(Cl)cccc1NC(=O)Nc1c(C)n(C)n(-c2ccccc2)c1=O,-3,-4,-4,-5,9,-3,2,-5
CSc1nnc2c(n1)OC(C)=Nc1ccccc1-2,-7,3,-11,7,-9,-9,0,2
Nc1nc(CSc2n[nH]c(-c3ccccc3)n2)nc(Nc2ccccc2)n1,1,22,2,0,4,0,3,-1
COc1ccc(NC(=O)Cn2cc(C#N)c3ccccc32)cc1,-7,7,-8,5,-28,1,0,-5
N#C/C(=C\c1cccs1)Sc1nc2ccccc2s1,-7,11,4,-8,19,5,-3,-7
CN1CC[C@@H]2C(=O)N3CCc4ccc(Br)cc4[C@@H]3C[C@@H]21,.,-268,21,.,.,-9,-16,.
COc1cccc(CNc2nc3nc(C)c(Cl)c(=O)n3[nH]2)c1,-8,10,12,1,-3,-2,0,-10

# One compound at a time, from the list above. Order of values: SENP7 inh, SENP8 block-1, PfG6PD inh, SENP6 block, Apaf1 inhib, HKDC1 inh, SENP1 FRET inh, SENP8 block-2
# Nc1nc(CSc2n[nH]c(-c3ccccc3)n2)nc(Nc2ccccc2)n1 is listed as 1, 22, 2, 0, 4, 0, 3, -1
# CSc1nnc2c(n1)OC(C)=Nc1ccccc1-2 is listed as -7, 3, -11, 7, -9, -9, 0, 2

# Screening data deposited in PubChem BioAssay by Sanford-Burnham Center for Chemical Genomics.
